# Screening results: PubChem BioAssay, Broad Institute
# PGC1a acetyl inh: inhibitors of PGC1a acetylation signal, primary screen, cell-based, U2OS, AlphaScreen, inhibitor mode. 350,000 compounds, 0.17% hits. inhibition, % at 15.6 µM. AlphaScreen anti-acetyl-lysine; with virally co-expressed GCN5 acetyltransferase;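 active = every replicate shows inhibition of at least 40%; inconclusive = mean inhibition at least 40% but some replicate below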;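 also: 0% = neutral control wells and 100% = positive control wells; some results beyond the cut were filed as inactive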
# PAX8 reporter: inhibitors of PAX8-driven TPO luciferase reporter, primary screen, RMG-I cells, single concentration. 360,000 compounds, 1.2% hits. AID 652154, 2013. SteadyGlo, 24 h. inhibition, % at 12.6 µM;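 active = mean replicate inhibition at least 60% with every replicate also reaching 60%; inconclusive = only one of the two criteria is met; inactive = mean below 60% and not all replicates reaching 60%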;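 also: luciferase light reporting Pax8 driven TPO promoter activity; plate controls were median of neutral control wells for no effect and mitoxantrone controls for full effect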
# PglD DTNB: C. jejuni PglD acetyltransferase inhibitors, primary screen, biochemical, DTNB colorimetric, single point; UDP-N-acetylbacillosamine N-acetyltransferase PglD (Campylobacter jejuni); purified PglD enzyme, DTNB colorimetric CoA detection; inhibition, % at 12.5 µM; 360,000 compounds, 0.098% hits; AID 602405, 2012; in the data active = inhibition above about 16%, passing the limit was not always enough; inconclusive = no clear call, values can overlap the other calls; also: strong numbers were not always called active
# Cneo AK release: Cryptococcus neoformans cell lysis inducers, primary screen, AK release luminescence, single concentration; AID 651654, 2012; lysis activity, % at 15 µM; 360,000 compounds, 0.2% hits; C. neoformans lysis, adenylate kinase release luminescence, 4 h; normalised: neutral wells 0, clomiphene wells 100;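 active = mean lysis activity across replicates of at least 80%, whatever share of replicates individually reach that level; inactive = mean lysis activity below 80%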
#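 Assay system: Cryptococcus neoformans yeast cells / Dosing: single-point compound dose / Timing: 4 h at 37 °C static, read 1 h later / Measured by: luminescence of released adenylate kinase using an AK detection reagent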
# INS-1E GSIS act: GLuc luminescence reporter in INS-1E cells, primary screen for activators of glucose-dependent secretion of insulin. INS-1E GLuc reporter insulin secretion, 2-3 h. activation, % at 16.6 µM. 370,000 compounds, 0.61% hits;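 active = lowest replicate activation of at least 40%, so every replicate reaches that level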;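 also: 0% = median of neutral control wells and 100% = median of IBMX positive control wells; some compounds called inactive have numbers as strong as hits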
# LGR2 inh: inhibitors of bursicon-induced LGR2 CRE-luciferase signal, primary screen, cell-based, HEK293, CRE-luciferase reporter, bursicon stimulation; 380,000 compounds, 0.35% hits; inhibition, % at 9.99 µM; bursicon-stimulated, 4 h; Drosophila bursicon receptor LGR2 (rickets);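 active = drop in luminescence signal, shown as inhibition above about 50% in the replicate tests, limit read from the data, passing the limit was not always enough; inconclusive = probably only some replicates passing the limit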;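 also: agonist challenge used bursicon conditioned medium at about half maximal strength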
# C2C12 statin: suppressors of statin myotoxicity in C2C12 myotubes, primary screen, cell-based, single point, plate reader; C2C12 myotubes + simvastatin, ATP luminescence, 48 h; scaled: DMSO 0, geranylgeraniol control 100; AID 602340, 2012; 330,000 compounds, 0.78% hits; rescue of ATP level, % at 7.49 µM;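 active = mean ATP rescue above about 67%, or every replicate alone reaching that limit, limit read from the data, passing the limit was not always enough; inconclusive = no clear call, values can overlap the other calls; inactive = mean under the limit and some replicate under it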;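 also: myotubes were challenged with 10 µM simvastatin during compound exposure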
# ARNT-TACC3 inh: disruptors of ARNT/TACC3 protein interaction, primary screen, biochemical, AlphaScreen, single concentration; Transforming acidic coiled-coil-containing protein 3 (Homo sapiens), Q9Y6A5; AID 623870, 2012; 390,000 compounds, 0.66% hits; AlphaScreen His-ARNT PAS-B/GST-TACC3 binding, luminescence; TACC3 fragment carries E629A point mutation; inhibition, % at 9.99 µM;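 active = mean inhibition of replicates at least 50% and at least half of replicates each reaching 50%; inconclusive = half or more replicates reach 50% but mean below 50%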;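 also: 0% = complete ARNT plus TACC3 wells and 100% = ARNT alone without TACC3; many hits fall short of the cut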
# An asterisk follows results filed as active; ? = inconclusive; / = not tested or not shown; & = joins results of further samples; ! = repeats disagree.
SMILES,PGC1a acetyl inh,PAX8 reporter,PglD DTNB,Cneo AK release,INS-1E GSIS act,LGR2 inh,C2C12 statin,ARNT-TACC3 inh
Cn1c(=O)c2c(nc(NCCO)n2C)n(C)c1=O,6.7,/,-3.0,-1.4,/,/,4.2,14.4
CCCN1C[C@H](C)[C@@H](OC)CN(C)C(=O)c2cc(NC(=O)c3cnccn3)ccc2OC[C@H]1C,-5.5,/,1.8,-5.9,5.6,19.0,2.1,-3.0
C[C@@H]1CN([C@@H](C)CO)S(=O)(=O)c2ccc(-c3cccnc3)cc2O[C@H]1CN(C)C(=O)c1cccc(F)c1,-19.2,/,-1.6,0.8,-1.4,-2.8,-14.5,-3.9
CC(C)Nc1nc(-c2ccccn2)nc(-c2ccccc2)c1C#N,8.2,18.4,/,/,14.2,4.1,/,/
COCc1cc(C)nc(SCC(=O)Nc2cc(C(F)(F)F)ccc2N2CCOCC2)c1C#N,/,-124.7,-3.9,3.8,3.2,-27.7,4.0,6.3
CN(C)C(=O)C[C@H]1CC[C@H]2[C@@H](COC[C@H](O)CN2CC2CCCC2)O1,-0.5,-6.8,3.0,-4.1,1.7,0.3,-2.1,-2.3
CCN(CC)S(=O)(=O)c1ccc(C)c(NC(=O)CNCc2ccccc2OC)c1,3.5,14.5,3.3,-0.3,-11.9,-4.9,0.3,7.1
Cc1ccc(C(=O)COC(=O)CNC(=O)c2ccc(Br)o2)cc1[N+](=O)[O-],-3.4,-13.4,4.9,-6.8,/,/,/,-6.6
COc1ccc(NC(=O)N(C)C[C@H]2Oc3ncc(C#CCC(C)C)cc3C(=O)N([C@H](C)CO)C[C@H]2C)cc1,6.9,/,3.6,-1.2,-13.6,18.9,37.0,2.7
Cc1ccccc1-c1cccc([C@@H]2C[C@H]3[C@H](CON3C)CN2C)c1,7.2,-22.3,4.7,-0.3,10.4,-10.0,0.7,0.0
O=C(c1cccc(Cl)c1)N1CCC(N2CCC(C(=O)N3CCOCC3)CC2)CC1,-8.9,12.5,/,/,-2.4,17.5,1.7,-0.5
CC(=NNS(=O)(=O)c1cccc([N+](=O)[O-])c1)c1ccc(-n2ccnc2)cc1,-3.1,-3.2,0.7,-0.2,4.0,0.7,4.2,2.7
CCN(CC)S(=O)(=O)c1cccc(N2CC(O)=C(c3ccccc3)C2=N)c1,-21.1,-7.1,2.8,2.2,20.6,-7.5,1.0,1.5
CCc1nonc1NC(=O)c1oc2ccc(C)cc2c1C,0.2,-163.8,1.9,-18.7,-1.1,-36.4,-4.7,-3.7
COc1ccc(-n2nc(C(=O)NCC(=O)NC(C)C)c3ccccc3c2=O)c(OC)c1,1.3,3.3,0.4,-8.5,10.0,-0.6,8.5,-26.5
CC(C(=O)NCCc1ccc(Cl)cc1)n1c(=O)c2cccn2c2cccnc21 (configuration not stated),/,12.0,-0.4,0.2,31.4,10.1,-10.3,-0.1
CCCCCCCCCC(=O)NNC(=O)c1c(O)c2ccccc2n(CCC)c1=O,2.3,4.7,/,/,-0.9,-11.5,/,-1.9
O=C(NC1CCCCCC1)C1c2ccccc2C(=O)N1Cc1ccco1 (configuration not stated),9.5,/,-3.9,4.3,-8.8,6.1,/,1.1
CCN(CC)CC(=O)Nc1ccc2c(c1)N(C(=O)CN(CC)CC)c1ccccc1CC2,-15.3,/,0.8,3.3,34.7,22.7,13.1,8.7
CC(=O)CC1(O)C(=O)N(CN2CCN(c3ccccc3)CC2)c2ccccc21 (configuration not stated),17.8,/,-5.0,-1.3,/,/,5.5,-1.7
Cc1cc(C)c(C(=O)/C=C/C=C/c2ccccc2)c(=O)[nH]1,/,-13.2,/,/,-11.5,-0.2,/,1.8
CN(c1ccccc1)C(c1ccc(F)cc1)c1nnnn1CC1CCCO1 (configuration not stated),1.6,9.5,0.5,0.7,/,/,2.0,-4.3
CNc1ccc(Br)cc(C(=O)/C=C/c2ccc3c(c2)OCO3)c1=O,38.0,/,-5.6,-3.5,/,/,11.4,/
O=C(CN1C(=O)NC2(CCCCCC2)C1=O)N1CCN(S(=O)(=O)c2ccc(Cl)cc2)CC1,-7.4,/,0.4,-0.3,-17.7,0.9,-15.5,3.6
CCOC(=O)CC1C(=O)NCCN1S(=O)(=O)c1ccccc1Cl (configuration not stated),-44.2,1.4,-18.2,-0.8,/,/,2.6,-0.8
Cc1noc(C)c1CSc1nnc2n(-c3ccccc3)c(=O)c3ccccc3n12,2.1,-6.8,1.5,21.2,29.5,-3.3,9.8,-0.1
CCc1ccc(-c2nc(CN3CCCC(C(=O)O)C3)c(C)o2)cc1 (configuration not stated),12.5,-9.5,3.6,1.2,/,-5.8,-18.2,6.9
C[C@@H]1CN([C@@H](C)CO)C(=O)c2cc(NS(=O)(=O)c3ccc(F)cc3)ccc2O[C@@H]1CN(C)C(=O)Nc1ccc(C(F)(F)F)cc1,2.8,70.7*,2.3,-1.2,-14.3,11.4,-22.5,4.6
CCCCn1nnnc1SCC(=O)N1CCN(C(=O)c2ccco2)CC1,2.1,/,-2.3,-0.8,/,/,-3.5,-4.4
CC1=C(C(=O)N(C)C)CC(CC(=O)NCCCCc2ccccc2)C(=O)N1Cc1ccccc1 (configuration not stated),/,-0.3,0.5,-1.6,-18.3,-8.8,1.4,/
COc1cccc(C#Cc2ccc3c(c2)O[C@@H](CN(C)C(C)=O)[C@@H](C)CN([C@H](C)CO)S3(=O)=O)c1,-5.7,/,-0.8,-7.8,-16.9,-21.8,/,-4.5
CNC[C@H]1Oc2ncc(C#CC3(O)CCCC3)cc2C(=O)N([C@@H](C)CO)C[C@H]1C,9.5,3.1,-0.8,0.1,15.5,-19.2,9.0,-12.6
CC(Nc1ccc(Cl)cc1)C(=O)NN (configuration not stated),/,-4.0,/,/,-3.5,2.4,/,-6.2
CCN1CCN(Cc2ccc(NC(=O)c3ccc(C)c(NC(=O)c4c[nH]c5cc(C(F)(F)F)ccc5c4=O)c3)cc2C(F)(F)F)CC1,77.9*!,79.8*,-0.1&-8.1,-2.8&-0.4,2.4&0.3,?,-64.7&-21.9,-7.4
C[C@H]1CN([C@@H](C)CO)C(=O)c2cc(C#CCN(C)C)cnc2O[C@H]1CN(C)Cc1ccncc1,0.4,/,1.4,-1.2,2.0,5.0,-5.0,-7.7
O=C1N[C@@H](c2ccccc2)COC(=O)[C@H](Cc2ccc(F)cc2)CC/C=C/C[C@H]1CC(=O)N(CCO)Cc1ccccc1,-6.7,13.5,-3.9,-2.7,-31.1,4.0,10.0,-1.3
O=C(O)c1ccccc1C(=O)c1cccc2c(F)cccc12,2.3,0.0,2.3,0.0,6.7,14.2,7.4,-1.8
C[C@@H]1CN([C@H](C)CO)C(=O)c2cc(NC(=O)c3ccccc3)ccc2O[C@@H](C)CCCCO[C@H]1CN(C)Cc1ccc2c(c1)OCO2,12.0,18.3,-2.0,1.4,-18.7,8.3,/,-2.1
COC(=O)C1=C(C)N(CC2CC2)C(=NCCN2CCOCC2)N[C@H]1c1ccccc1,/,/,-4.0,1.7,/,/,6.8,-6.3
COc1cc(/C=C2/C(=O)NN(c3ccc(C)c(Cl)c3)C2=O)cc([N+](=O)[O-])c1O,2.8,9.3,0.4,-0.7,/,-0.1,-0.6,3.8
CC(C)(C)c1ccc(C(=O)N2CCC2(C)C(=O)Nc2cnc3ccccc3c2)cc1 (configuration not stated),-16.2,6.8,2.7,-0.4,/,19.5,-12.0,/
CC(C)c1cn(CC[C@@H]2CC[C@@H](NC(=O)C3CCCC3)[C@@H](CO)O2)nn1,-9.7,9.1,6.3,-3.3,9.8,-2.9,3.8,3.3
N/C(Cc1ccc([N+](=O)[O-])cc1)=N\OC(=O)COc1cccc2ccccc12,-6.2,/,-3.6,-0.6,-0.2,-9.3,-3.2,-9.9
O=c1c[n+]([O-])c2ccccc2n1OCc1c(F)cccc1F,-5.4,/,3.0,5.6,/,/,-1.0,21.6
CN1CCC(N(C)C(=O)c2cccc(S(=O)(=O)N3CCOCC3)c2)CC1,-2.4,0.5,-0.8,3.6,-2.8,-1.5,-0.9,-6.1
O=C(COC(=O)/C=C/c1ccco1)NCc1ccc(Cl)cc1,38.8,-8.0,4.0,1.6,/,-0.7,4.6,-4.0
Cc1cc(C)c2c(N)c(C(=O)c3ccc(Br)cc3)oc2n1,/,7.9,/,/,26.0,-7.3,/,-13.8
COc1ccc(S(=O)(=O)Nc2cccc3c2O[C@H](CN(C)C(=O)Nc2ccc(F)cc2)[C@H](C)CN([C@H](C)CO)C3=O)cc1,7.6,/,14.3,4.2,-19.1,38.6,?,-1.9
COCC(C)n1c(C)cc(C(=O)Cn2nc(C(=O)O)c3ccccc3c2=O)c1C (configuration not stated),9.8,-46.1,-0.5,-2.8,2.7,-69.6,3.0,0.3
Cc1nc(N2CCCCC2)sc1C(=O)c1cccc([N+](=O)[O-])c1,/,-43.2,/,/,29.4,-1.3,/,13.5
COc1cccc(-c2nn(C)c3sc(C(=O)NCc4ccco4)cc23)c1,-17.9,-17.8,5.4,-1.4,/,/,-5.8,18.3
O=C(Nc1nc2c(s1)CCCC2)c1ccc(Br)s1,-3.4,/,-0.6,-4.2,-34.4,26.1,-67.3,3.5
O=C(CSc1nc2ccc(NC(=O)CSc3nnnn3Cc3ccccc3)cc2s1)Nc1ccccc1,2.4,1.6,0.3,3.4,/,/,1.4,-1.4
COc1ccc(O)c(/C=N/N=C2/C(=O)Nc3ccccc32)c1,/,-5.0,-11.9,-1.5,-8.0,-27.5,4.5,13.3
COc1ccc(C(O)c2nc3ccccc3n2C)cc1OC (configuration not stated),7.1,/,-3.6,0.1,/,/,19.8,-1.9
COc1ccc(OC)c(-c2cc(C(=O)Nc3c(C)nn(Cc4ccccc4)c3C)no2)c1,-2.0,/,-176.9,3.2,-10.8,3.2,-6.2,-2.0

# Molecules listed so far with an NH in an aromatic ring, in the order listed:
SMILES,PGC1a acetyl inh,PAX8 reporter,PglD DTNB,Cneo AK release,INS-1E GSIS act,LGR2 inh,C2C12 statin,ARNT-TACC3 inh
Cc1cc(C)c(C(=O)/C=C/C=C/c2ccccc2)c(=O)[nH]1,/,-13.2,/,/,-11.5,-0.2,/,1.8
CCN1CCN(Cc2ccc(NC(=O)c3ccc(C)c(NC(=O)c4c[nH]c5cc(C(F)(F)F)ccc5c4=O)c3)cc2C(F)(F)F)CC1,77.9*!,79.8*,-0.1&-8.1,-2.8&-0.4,2.4&0.3,?,-64.7&-21.9,-7.4

# PGC1a acetyl inh: hit marks shown above.
Compound	PGC1a acetyl inh	PglD DTNB	INS-1E GSIS act	LGR2 inh	ARNT-TACC3 inh
CCN1CCN(Cc2ccc(NC(=O)c3ccc(C)c(NC(=O)c4c[nH]c5cc(C(F)(F)F)ccc5c4=O)c3)cc2C(F)(F)F)CC1	77.9*!	-0.1&-8.1	2.4&0.3	?	-7.4
